Assay outcomes: PubChem BioAssay, Sanford-Burnham Center for Chemical Genomics
UPR CHOP act – activators of apoptotic arm of unfolded protein response (CHOP). 330,000 tested, 0.34% active. activation, % at 10 µM. CHO-CHOP luciferase reporter, UPR activation, luminescence; percent of tunicamycin response over DMSO baseline;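 active = at 10 µM dose, activation of 40% or more, normalized to positive control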;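 also: 100% = tunicamycin at 10 µg/mL and 0% = DMSO alone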
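Assay system: CHO-CHOP cells, stable luciferase reporter of PERK-eIF2a-CHOP signalling / Buffer or medium: F12 plus 10% serum / Compound dosing: one dose, 10 µM in 0.5% DMSO / Times: 6 h compound treatment, 37 °C / Technique: luciferase luminescence / Read-out: % reporter activation, DMSO baseline versus tunicamycin full activation / Benchmarks: tunicamycin and DMSO controls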
Mdm2 MdmX PPI – disrupts the human Mdm2-MdmX interaction; 330,000 tested, 3% active; inhibition, % at 8 µM; O15151+Q00987; SaOS-2 split-luciferase Mdm2/MdmX complementation, luminescence;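 active = inhibition of at least 50% at 8 µM in the primary screen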
tim23-1 inh – growth inhibitors of tim23-1 mutant yeast; S. cerevisiae tim23-1 growth, BacTiter-Glo luminescence, 24 h; inhibition, % at 20 µM; 330,000 tested, 1.3% active; AID 463212;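 active = growth inhibition of the mutant yeast at or above 50%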;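 also: temperature-sensitive mutant grown at 25 °C; plate controls were DMSO-treated mutant yeast for no effect and medium wells lacking yeast for full effect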
APJ ag – agonists of human APJ apelin receptor. P35414. CHO-K1 APJ PathHunter beta-arrestin, luminescence; 0% DMSO wells, 100% apelin. activation, % at 20 µM. 330,000 tested, 0.11% active;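 active = activation more than six SD over the plate average, tested at 20 µM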;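 also: 0% = DMSO alone and 100% = apelin-13 at 10 nM; some results filed as inactive read as strong as hits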
Target sequence (P35414 whole entry, looked up): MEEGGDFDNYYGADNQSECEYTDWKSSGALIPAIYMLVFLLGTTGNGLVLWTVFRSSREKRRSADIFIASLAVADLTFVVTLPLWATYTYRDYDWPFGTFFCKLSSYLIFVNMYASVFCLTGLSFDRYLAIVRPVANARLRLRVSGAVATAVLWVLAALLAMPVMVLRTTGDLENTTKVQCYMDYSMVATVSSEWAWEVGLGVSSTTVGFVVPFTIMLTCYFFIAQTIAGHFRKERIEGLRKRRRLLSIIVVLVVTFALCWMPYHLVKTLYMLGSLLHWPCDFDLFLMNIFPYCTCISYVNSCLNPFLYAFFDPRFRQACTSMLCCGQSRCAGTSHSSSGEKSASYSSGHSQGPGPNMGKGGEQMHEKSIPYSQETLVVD
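assay system = CHO-K1 APJ beta-arrestin complementation cell line | input = cell density 1000 per well | dosing = compound 20 µM once, DMSO 1% | timing = compound 90 min 25 °C, reagent 1 h | measured by = luminescence from split beta-galactosidase complementation, Galacton Star/Emerald II substrate | read-out basis = APJ agonist activity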
TIM10 inh – growth inhibitors of TIM10 yeast strain. S. cerevisiae TIM10 strain growth, BacTiter-Glo luminescence, 24 h. inhibition, % at 10 µM. 330,000 tested, 1.4% active. AID 463195;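 active = inhibition of 40% or more at the single tested concentration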;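 also: wild-type TIM10 isogenic control strain grown at permissive 25 °C; 0% = DMSO yeast wells and 100% = minimal medium wells without yeast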
UPR XBP1 act – activators of adaptive arm of unfolded protein response (XBP1); CHO-XBP1 luciferase reporter, IRE1-XBP1 UPR activation, luminescence; percent of tunicamycin response, DMSO as zero; activation, % at 20 µM; 330,000 tested, 0.33% active; AID 463104;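 active = versus positive control, 20 µM dose yields 30% or more activation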;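 also: 100% = tunicamycin at 10 µg/mL and 0% = DMSO only wells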
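Material – CHO cell line with stable XBP1 luciferase reporter · Buffer or medium – F12 plus 10% FBS · Compound – single point, 20 µM final compound, 1% DMSO · Schedule – 16-18 h cell attachment at 37 °C, then 6 h compound exposure · Signal – Steady-Glo luminescence read · Benchmarks – high control tunicamycin 10 µg/mL final, low control DMSO vehicle only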
APJ antag – blocks the human apelin receptor APJ; P35414; CHO-K1 APJ beta-arrestin complementation, luminescence; inhibition, % at 20 µM; 330,000 tested, 0.32% active;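 active = inhibition above about 40% at 20 µM, limit read from the data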;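 also: cells challenged with 10 nM apelin-13 agonist together with compound; plate controls were apelin-13 plus DMSO wells for no effect and DMSO wells lacking apelin-13 for full effect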
tim10-1 inh – tim10-1 yeast growth inhibition. S. cerevisiae tim10-1 ts strain growth, BacTiter-Glo, 24 h. 330,000 tested, 2.2% active. inhibition, % at 20 µM;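 active = inhibition of at least 40%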;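 also: mutant grown at 25 °C; 0% = DMSO wells with yeast and 100% = wells holding no yeast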
CXCR6 inh – CXCR6 (human) receptor inhibition | 360,000 tested, 0.36% active | O00574 | CHO-K1 PathHunter CXCR6 beta-arrestin, luminescence | inhibition, % at 20 µM; in the data active = inhibition above about 34%, passing the limit was not always enough;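 also: antagonist mode with CXCL16 agonist at 10 nM final; 0% = 10 nM CXCL16 with DMSO and 100% = unstimulated wells without agonist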
Target sequence (O00574 whole entry, looked up): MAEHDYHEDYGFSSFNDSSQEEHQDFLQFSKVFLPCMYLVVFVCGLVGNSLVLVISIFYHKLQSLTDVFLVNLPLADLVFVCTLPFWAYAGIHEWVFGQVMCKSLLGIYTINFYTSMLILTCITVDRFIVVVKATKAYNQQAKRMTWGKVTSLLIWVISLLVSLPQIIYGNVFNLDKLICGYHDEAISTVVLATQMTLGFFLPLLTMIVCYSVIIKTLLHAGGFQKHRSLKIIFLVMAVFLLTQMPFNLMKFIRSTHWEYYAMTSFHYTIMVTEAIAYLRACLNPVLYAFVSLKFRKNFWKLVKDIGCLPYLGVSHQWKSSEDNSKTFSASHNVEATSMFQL
* = called active by the depositor. A portion of the library, so the mix of outcomes need not match the whole.

Structure | UPR CHOP act | Mdm2 MdmX PPI | tim23-1 inh | APJ ag | TIM10 inh | UPR XBP1 act | APJ antag | tim10-1 inh | CXCR6 inh
COc1ccc(CN2CCC(CO)(Cc3ccccc3)CC2)cc1Cn1cccn1 | -0.1 | 13 | -5 | -3 | -10 | 3 | 1 | 4 | 5
CC1CN(C(=O)N[C@@H](Cc2ccccc2)C(=O)O)CC(C)O1 (stereo partly drawn) | -2.2 | -2 | 13 | -2 | 7 | -3 | 1 | 9 | 4
C=CCN1C(=NC(=O)CCC)SC2CS(=O)(=O)CC21 (stereo not drawn) | 0.1 | 18 | -1 | -2 | 1 | -2 | 13 | 1 | 6
COc1ccc(N(Cc2ccccc2)S(=O)(=O)c2cc(C(=O)O)ccc2Cl)cc1 | 0.8 | -17 | 15 | -2 | 12 | 10 | 1 | 17 | 4
O=C1OC(CC(=O)N(Cc2nnc(-c3ccccc3Cl)o2)C2CC2)c2ccccc21 (stereo not drawn) | -0.6 | 14 | 22 | -1 | 11 | 0 | 10 | 7 | 1
Cc1ccc(NC(=O)CCn2cc(C(F)(F)F)ccc2=O)cc1 | 2.2 | -20 | 20 | 1 | -4 | -2 | -14 | -6 | 0
CCC1CCCCN1CCNC(=O)CCS(=O)(=O)c1ccc(Br)cc1 (stereo not drawn) | 0.9 | -18 | 4 | -3 | -5 | 6 | 23 | 3 | -3
Cc1nn(C)cc1CNC(=O)C1(C)CC1(Cl)Cl (stereo not drawn) | 0.1 | 4 | -4 | -1 | 2 | 4 | 2 | -14 | 2
O=C(Nc1cccc(Oc2ccc3c(c2)C(=O)NC3=O)c1)c1cccs1 | -1.5 | 0 | 31 | 2 | 23 | 0 | -11 | 10 | -6
CC(/C=C1\SC(=S)N(C(C(=O)O)c2ccccc2)C1=O)=C\c1ccccc1 (stereo not drawn) | -1.8 | -1 | 20 | -5 | 7 | 2 | 23 | 2 | 20
N#Cc1cccc(C(c2nnnn2CCc2ccccc2)N2CCN(C3CCCCC3)CC2)c1 (stereo not drawn) | -1.4 | 18 | -6 | -5 | -8 | -6 | 5 | -17 | 11
NNC(=O)CN1CCN(c2ncc(C(F)(F)F)cc2Cl)CC1 | 0.3 | 17 | -7 | -1 | 9 | 1 | 8 | 17 | -4
COc1ccc(F)cc1C(=O)C1CCCN(Cc2c[nH]c3ccccc23)C1 (stereo not drawn) | -0.4 | 53* | 6 | -3 | 10 | 1 | 10 | 19 | 4
CCSC1=C(C#N)C(c2ccccc2Cl)CC(=O)N1 (stereo not drawn) | -2.4 | 9 | 18 | -6 | -2 | 1 | 2 | 15 | 7
COc1ccc(OC)c(/C=N/NC(=O)CC(=O)NC2CCCCC2)c1 | 0.4 | 6 | 7 | 0 | 4 | -3 | 18 | -21 | 9
O=C(Nc1ccccc1N1CCCCC1)c1ccc(F)cc1 | 0.1 | -27 | 27 | -1 | 20 | -1 | -4 | 25 | -9
CC(C(=O)NC(=O)NC1CCCCC1)N1CCN(c2ccccn2)CC1 (stereo not drawn) | 0.2 | 13 | -7 | 6 | 12 | 3 | -3 | 20 | -3
Cc1ccc(-n2c(=O)c3sccc3n(CC(=O)NCC3CCCO3)c2=O)cc1F (stereo not drawn) | 0.1 | 18 | -5 | -1 | 1 | 6 | 8 | -3 | -4
CC1Cc2cc(/C(O)=C3/C(=O)C(=O)N(CCN4CCOCC4)C3c3ccc(N(C)C)cc3)ccc2O1 (stereo not drawn) | 2.0 | 22 | -9 | -1 | -5 | -3 | 1 | 8 | -2
Cc1cc(NC(=O)NC(=O)c2ccccc2F)no1 | 4.2 | -25 | 18 | 1 | 7 | 1 | -4 | 7 | -13
CCC(=O)Nc1ccc(S(=O)(=O)N2CCC(c3nc4ccccc4[nH]3)CC2)cc1 | -0.2 | 20 | -11 | 7 | 0 | -3 | 11 | 3 | -9
Cc1ccc(/C=N/NC(=O)Cc2c(F)cccc2Cl)s1 | 1.9 | 14 | 3 | 0 | 2 | -8 | 2 | 7 | 5
Cc1ccccc1C(=O)NC(=S)NC1CCS(=O)(=O)C1 (stereo not drawn) | 1.0 | 17 | 4 | 1 | 9 | -4 | -21 | 9 | 1
CC(C)Cc1cc(-c2ccco2)c(C#N)c(N)n1 | -1.7 | 8 | -2 | 0 | 22 | 2 | 7 | 11 | 2
Cc1noc(/C=C/N(C)C)c1S(=O)(=O)N1CCCC(C(=O)NCc2ccco2)C1 (stereo not drawn) | 2.2 | -2 | 4 | 4 | -2 | 3 | 21 | 0 | 0

(list continues)
Structure | UPR CHOP act | Mdm2 MdmX PPI | tim23-1 inh | APJ ag | TIM10 inh | UPR XBP1 act | APJ antag | tim10-1 inh | CXCR6 inh
O=C(CSc1nccn1Cc1ccccc1)NC1CCCC1 | 1.7 | 21 | 26 | 7 | 7 | 3 | -6 | 17 | -2
Cc1ccc(NC(=O)CCCc2c[nH]c3ccccc23)nc1 | 0.3 | 10 | 10 | -4 | 5 | -3 | -11 | -16 | -5
CC1SC(c2ccccc2Cl)NC1=O (stereo not drawn) | -1.3 | 1 | -5 | -3 | -1 | 4 | 3 | -16 | -3
O=C(c1ccco1)N1CCN(C(=O)c2cc(Cl)nc3ccccc23)CC1 | 0.8 | 18 | -8 | 2 | -5 | -4 | 21 | -17 | 3
CCS(=O)(=O)n1nc(-c2cccnc2)nc1NCc1ccc(F)cc1 | 0.3 | 1 | -6 | -3 | -10 | 3 | -10 | -6 | -4
Clc1ccc(-n2c(SC/C=C/c3ccccc3)nnc2-c2cccnc2)cc1 | -0.4 | 35 | 22 | -1 | 35 | -4 | 29 | 30 | 13
Cc1cccc(-c2nnc3n2N=C(c2ccccc2Br)CS3)c1 | -1.5 | 24 | 29 | -2 | 18 | 3 | 2 | 36 | 10
O=C(Cc1coc2ccc3ccccc3c12)N1CCCC1 | -0.6 | 9 | 9 | -8 | -6 | 1 | -13 | 24 | -3
CCOC(=O)c1cn(CC)c2ccc(Br)cc2c1=O | 0.2 | 15 | 11 | -4 | 8 | 0 | -13 | -3 | -3
CC(=O)c1cccc(NC(=O)N2CCC(c3ccc(C)cc3)C2)c1 (stereo not drawn) | 1.3 | -4 | 30 | -2 | -6 | -2 | -11 | 4 | 3
CCc1ccc(NC(=O)CC2C(=O)NCCN2C(=O)c2ccc(F)cc2)cc1 (stereo not drawn) | -1.4 | 20 | -10 | 3 | -3 | -2 | -3 | 10 | -2
CCC(=O)Nc1nnc(S(=O)(=O)N2CCCC2)s1 | 0.1 | 18 | 4 | 0 | 18 | 1 | -23 | -19 | 2
N#C/C(=C(/O)COc1cccc2ccccc12)c1nc2ccccc2[nH]1 | 1.3 | 45 | -10 | -1 | -4 | 4 | -4 | -4 | -8
CN(C)c1cc[n+](/C(C(=S)Nc2ccc(SC(F)F)cc2)=C(/[O-])c2ccccc2)cc1 | 5.3 | -19 | 1 | -1 | 18 | 2 | 6 | 11 | 4
CC(C)CNc1nc(Oc2ccc(=O)[nH]n2)nc(N(C)C)n1 | 3.0 | 26 | -2 | -2 | 1 | 2 | 5 | 3 | -10
CCOC(=O)N1CCN(C(=O)CN(Cc2ccc(Cl)cc2)S(=O)(=O)c2ccccc2)CC1 | 1.0 | -34 | 14 | 2 | 14 | 1 | -7 | -7 | -1
COc1ccc(C2CC(c3ccc(F)cc3)Nc3nc(N)nn32)cc1 (stereo not drawn) | -1.1 | 11 | 3 | -4 | 14 | -1 | -36 | -3 | -2
COc1cc(NC(=O)CN(C)C2CCCCC2)c(C)cc1[N+](=O)[O-] | 0.7 | 9 | -1 | -4 | 5 | 2 | 4 | 4 | -13
COCC(C)NC(=O)C1c2ccccc2Oc2ccccc21 (stereo not drawn) | 0.5 | 1 | -13 | -3 | -3 | -2 | 9 | -9 | 5
O=C(NCCn1ccc2ccccc21)c1ccc(S(=O)(=O)N2CCOCC2)cc1 | 0.0 | -6 | -5 | -2 | 9 | 3 | 2 | 14 | -1
Cc1oc(C(C)(C)C)cc1C(=O)N1CCCC1C(=O)O (stereo not drawn) | -2.0 | 3 | -10 | -2 | -15 | -1 | -5 | 11 | 6
Cc1cccc(NS(=O)(=O)c2cccc(C(=O)NCC(c3ccco3)N3CCCCC3)c2)c1 (stereo not drawn) | 0.8 | 16 | -8 | 3 | -6 | -5 | -57 | -10 | 4
Cc1cccc(NC(=O)C2CCN(C(=O)[C@@H]3Cc4ccccc4CN3)CC2)c1 | 3.4 | -7 | -6 | -3 | -4 | 1 | 16 | -26 | 11
NC(=O)c1nsc(C(=O)N(c2cccc(O)c2)C(C(=O)NC2CCCC2)c2ccc(Cl)cc2)c1N (stereo not drawn) | 0.6 | -6 | 12 | 1 | -9 | -4 | -17 | 19 | -4

Rewritten with each value named: part of the list above
Compound: CC1Cc2cc(/C(O)=C3/C(=O)C(=O)N(CCN4CCOCC4)C3c3ccc(N(C)C)cc3)ccc2O1 (stereo not drawn)
  UPR CHOP act: 2.0	Mdm2 MdmX PPI: 22	tim23-1 inh: -9	APJ ag: -1	TIM10 inh: -5	UPR XBP1 act: -3	APJ antag: 1	tim10-1 inh: 8	CXCR6 inh: -2

Compound: Cc1cc(NC(=O)NC(=O)c2ccccc2F)no1
  UPR CHOP act: 4.2	Mdm2 MdmX PPI: -25	tim23-1 inh: 18	APJ ag: 1	TIM10 inh: 7	UPR XBP1 act: 1	APJ antag: -4	tim10-1 inh: 7	CXCR6 inh: -13

Given as labelled records: 3 of the compounds above.
Clc1ccc(-n2c(SC/C=C/c3ccccc3)nnc2-c2cccnc2)cc1
  UPR CHOP act = -0.4	Mdm2 MdmX PPI = 35	tim23-1 inh = 22	APJ ag = -1	TIM10 inh = 35	UPR XBP1 act = -4	APJ antag = 29	tim10-1 inh = 30	CXCR6 inh = 13
Cc1cccc(-c2nnc3n2N=C(c2ccccc2Br)CS3)c1
  UPR CHOP act = -1.5	Mdm2 MdmX PPI = 24	tim23-1 inh = 29	APJ ag = -2	TIM10 inh = 18	UPR XBP1 act = 3	APJ antag = 2	tim10-1 inh = 36	CXCR6 inh = 10
O=C(Cc1coc2ccc3ccccc3c12)N1CCCC1
  UPR CHOP act = -0.6	Mdm2 MdmX PPI = 9	tim23-1 inh = 9	APJ ag = -8	TIM10 inh = -6	UPR XBP1 act = 1	APJ antag = -13	tim10-1 inh = 24	CXCR6 inh = -3
